Screens as filed in PubChem.
FUS yeast rescue = rescues growth of FUS-expressing yeast; S. cerevisiae FUS-expressing, growth rescue, OD600, 24 h; Potency, µM (titrated, usually from 76.6 µM), for inactives: at the highest dose growth rescue (activation), actives largely listed as activators; 390,000 tested, 0.24% active; AID 1347120;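 note: potency is the fitted concentration of half-maximal effect; plate controls were DMSO vehicle for no effect and reference control for full effect; nearly all actives have a fitted effect of over 55% in size; some results filed as inactive show a strong effect at the top dose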
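Restored growth of FUS-toxic S. cerevisiae, read as 600 nm absorbance after 24 h at 30C in galactose medium (starting OD 0.005). Controls CP55940 and DMSO.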
aSyn yeast inh = rescues yeast growth from alpha-synuclein toxicity | Yeast expressing alpha-synuclein, growth rescue, BacTiter-Glo, 24 h | Potency, µM (top dose mostly 46.1 µM), for the others: at the top dose growth rescue (activation), hits mostly activators | 370,000 tested, 0.14% active; note: potency is the fitted concentration of half-maximal effect; % of control where 0% means no effect; nearly all actives have a fitted effect of over 65% in size
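Galactose-induced alpha-syn yeast (OD600=0.02, raffinose-pregrown) + pinned cpd, 24 hr, 30 deg C; growth by BacTiter-Glo luminescence. Growth restoration scores as activation.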
EPAC2 antagonist = EPAC2 (human) antagonism. Q8WZA2. EPAC2 GEF exchange of Rap1B-BODIPY-GDP, fluorescence. Potency, µM (series often up to 114 µM), for the others: at the top dose activity, negative = inhibition, usual class: inhibitors. 360,000 tested, 0.18% active. AID 720708; note: potency is the fitted concentration of half-maximal effect; % is set by controls: 0 for no effect and ±100 for the full control effect; nearly all actives have a fitted effect of over 45% in size; many of its hits are not listed in these tables
D3 ag = activates the human D3 dopamine receptor | D3R DiscoveRx beta-arrestin cells, luminescence, 90 min | max activation, % | 410,000 tested, 0.58% active; in the data active = max activation above about 30%; note: 0% is about no effect; mostly tested at two doses, the higher about 12 µM
Target sequence (P35462 whole entry, looked up): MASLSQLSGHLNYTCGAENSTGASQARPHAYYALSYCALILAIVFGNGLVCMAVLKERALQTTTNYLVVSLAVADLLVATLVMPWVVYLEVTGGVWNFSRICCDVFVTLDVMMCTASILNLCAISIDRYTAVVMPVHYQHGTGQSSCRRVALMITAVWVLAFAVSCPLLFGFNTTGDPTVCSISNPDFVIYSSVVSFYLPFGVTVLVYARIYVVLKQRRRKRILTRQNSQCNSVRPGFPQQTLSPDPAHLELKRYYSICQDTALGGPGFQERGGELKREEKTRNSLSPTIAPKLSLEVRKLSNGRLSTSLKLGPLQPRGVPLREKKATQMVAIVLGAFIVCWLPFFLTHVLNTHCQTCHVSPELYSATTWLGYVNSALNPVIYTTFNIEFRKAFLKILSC
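Agonist mode: compounds and dopamine controls were applied to plated cells for 90 min at 37 degrees C after an overnight attachment at 1500 cells/well. Luminescent read-out followed 30 - 60 minutes at room temperature with DiscoveRx detection reagent.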
DRD3 antagonist = blocks the human D3 dopamine receptor; max response, negative = inhibition, %; D3R cells, DiscoveRx beta-arrestin luminescence, antagonist mode; stronger effect = lower value; P35462; 360,000 tested, 2.5% active; in the data active = max response below about -50%; inconclusive = no clear call, values can overlap the other calls; note: % is set by controls: 0 for no effect and ±100 for the full control effect; mostly tested at two doses, the higher about 12 µM
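Cells plated overnight at 1500 cells/well, then exposed to library compounds with dopamine controls for 90 minutes at 37 degrees C. DiscoveRx reagent added for 30–60 minutes at room temperature; luminescence read, quantitative HTS format.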
Abeta yeast res = restores growth of yeast expressing A-beta42 peptide. yeast expressing A-beta42, growth rescue, OD600, 48 h; response scale: 0% DMSO, 100% iron-clioquinol control. Potency, µM (titrated, usually from 46.1 µM), without a hit: top-dose growth rescue, hits mostly activators. 410,000 tested, 0.063% active. AID 1347071; note: potency is the fitted concentration of half-maximal effect; nearly all actives have a fitted effect of over 55% in size
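Growth rescue measured by 600 nm absorbance after 48 h yeast culture at 30 C with compound. Values normalized between DMSO and an equimolar ferric chloride plus clioquinol control.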
TDP-43 yeast inh = TDP-43 toxicity inhibition in yeast. 410,000 tested, 1.8% active. TDP-43 expressing yeast growth rescue, BacTiter-Glo, 24 h. Potency, µM (series often up to 46.1 µM), inactives show at the highest dose growth rescue (activation), most hits filed as activators; note: potency is the fitted concentration of half-maximal effect; % of control where 0% means no effect; nearly all actives have a fitted effect of over 50% in size
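Luminescence from BacTiter-Glo reports growth of TDP-43-expressing yeast after 24 hr at 30 deg C with compound. Cells were raffinose-pregrown to mid-log, then seeded in galactose medium at OD600=0.02.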
EPAC2 ag = agonists of human EPAC2 (RAPGEF4); Potency, µM (series often up to 154 µM), inactives show at the top dose activation, hits mostly activators; 360,000 tested, 0.079% active; EPAC2 activation, biochemical qHTS; response scale: 100% = 6.5 mM cAMP response; AID 720711; note: potency is the fitted concentration of half-maximal effect; nearly all actives have a fitted effect of over 50% in size
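Compounds were added across a concentration range to EPAC2 (100 nM), RAP1B-BODIPY-GDP (250 nM) and GDP (50 uM). After 5 min at room temperature, fluorescence was recorded at 5-min intervals for 30 min.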
* hit, by the source's call; ? = inconclusive; · = not tested or not shown; [ ] = dose if it differs, or a comment. Unless noted, calls come from the whole dose curve; as a rule, active = well fitted curve in the direction sought with a large enough effect; inconclusive = small, poorly fitted or top-dose-only effect, or another doubt; inactive = no such curve, though single readings can be large; an effect the other way counts as inactive or inconclusive. Only part of the results is shown. The share of hits here may be higher or lower than overall.

Preview:
SMILES	FUS yeast rescue	aSyn yeast inh	EPAC2 antagonist	D3 ag	DRD3 antagonist	Abeta yeast res	TDP-43 yeast inh	EPAC2 ag
CCOC(=O)Cn1c(=NC(=O)c2cc(-c3cccs3)nc3ccccc23)sc2cc(S(N)(=O)=O)ccc21	34%	-5%	-16%	-5	-21	5%	0%	16%
O=C(COC(=O)CC1CCCC1)Nc1cc2c(cc1Cl)C(=O)c1ccccc1C2=O	23%	-9%	4%	1	0	11%	-11%	-3%
CN1C(=O)C(=O)/C(=C(/O)c2ccc(Br)cc2)C1c1cccc([N+](=O)[O-])c1 (stereo unspecified)	?	-1%	12%	3	-2	7%	8%	14%

The list itself, previewed entries included:
SMILES	FUS yeast rescue	aSyn yeast inh	EPAC2 antagonist	D3 ag	DRD3 antagonist	Abeta yeast res	TDP-43 yeast inh	EPAC2 ag
CCOC(=O)Cn1c(=NC(=O)c2cc(-c3cccs3)nc3ccccc23)sc2cc(S(N)(=O)=O)ccc21	34%	-5%	-16%	-5	-21	5%	0%	16%
O=C(COC(=O)CC1CCCC1)Nc1cc2c(cc1Cl)C(=O)c1ccccc1C2=O	23%	-9%	4%	1	0	11%	-11%	-3%
CN1C(=O)C(=O)/C(=C(/O)c2ccc(Br)cc2)C1c1cccc([N+](=O)[O-])c1 (stereo unspecified)	?	-1%	12%	3	-2	7%	8%	14%
CCn1c2c(c(=O)n3ncc(C(=O)N4CCN(c5ccc(C(C)=O)cc5)CC4)c13)CN(Cc1ccc(OC)cc1)CC2	?	·	·	7	·	3%	3%	·
Cc1nc2ccccc2cc1C(=O)N(C)Cc1ccccc1	4%	0%	1%	25	5	-6%	-17%	-4%
CCCNC(=O)C(Cc1ccc(Cl)cc1)NC(=O)c1ccc(C#N)cc1 (stereo unspecified)	-20%	5%	-9%	4	2	-10%	9%	0%
CCNC(=O)c1cnc2sc(N3CCC(C)CC3)nn2c1=O	8%	·	·	-7	·	-33%	-4%	·
C=CCn1c(SCC(=O)N2CCOCC2)nc(O)c(Cc2ccccc2)c1=O	10%	8%	-5%	1	-26	15%	6%	-7%
COc1ccc(CNC(=O)c2csnn2)cc1	9%	-4%	-4%	-11	-15	-13%	-8%	9%
Cc1ccc(C(=O)OC(C)C(=O)NC2CCCCC2)cc1S(=O)(=O)N1CCCCC1 (stereo unspecified)	-6%	-11%	2%	-2	-20	-24%	-1%	18%
O=C(c1ccc(S(=O)(=O)N2CCOCC2)cc1)N1CCN(c2ccc(F)cc2)CC1	5%	0%	-3%	-2	33	-4%	17%	-82%[inhibitor][15.6 µM]
CCOc1cnc(C(=O)NNC(=O)c2ccccc2Br)o1	12%	0%	5%	-14	6	17%	-16%	4%
O=C1c2ccccc2C(O)N1Cc1ccccc1Cl (stereo unspecified)	-23%	11%	-16%	2	-11	7%	0%	-3%
COc1ccc(-c2csc3nc(C)nc(N4CCN(c5ccc(C(C)=O)cc5)CC4)c23)cc1OC	25%	-5%	-14%	2	7	1%	16%	2%
CNC(=O)C1CCN(c2nc3ccccc3nc2C(F)(F)F)CC1	-12%	·	·	-8	·	-31%	13%	·
Cc1ccc(CNC(=O)c2ccc(-c3nc(CS(=O)c4ccccc4)c(C)o3)cc2)cc1 (stereo unspecified)	11%	·	·	-13	·	-31%	-12%	·
Cc1ccc(CNC(=O)[C@H]2O[C@@H](n3ccc(N)nc3=O)[C@H](O)[C@@H]2O)o1	7%	-6%	-26%	-24	-126*	-24%	-8%	-14%
CCOC(=O)c1nnn(-c2nonc2N)c1CSc1nnc(N)s1	5%	0%	14%	1	13	-4%	-6%	2%
CCc1ccc(NC(=O)C(=O)NCC(c2cccnc2)N2CCN(C)CC2)cc1 (stereo unspecified)	-16%	·	·	6	·	-4%	2%[9.22 µM]	·
COCCNC(=O)c1ccccc1NC(=O)c1ccc(OC)c(OC)c1	4%	-1%	-7%	-1	3	0%	9%	7%
Cc1cccc(C(=O)N2CCCCCC2)c1	25%	2%	-12%	7	30	0%	-2%	-4%
Cc1ccc(-c2nc(S(=O)(=O)c3ccc(C)cc3)c(SCC(=O)c3ccccc3)o2)cc1	19%	·	·	7	·	16%	20%	·
O=C(O)CCC(=O)OCCc1cc2ccccc2c(=O)o1	-2%	-1%	7%	-8	-4	-21%	-5%	8%
O=C(Nc1csc([N+](=O)[O-])c1)Nc1ccccc1Cl	-20%	6%	-1%	8	-4	-36%[inhibitor]	7%	10%
CN(C)c1cccc(C(=O)N2CCC(c3c[nH]c4ccccc34)(c3c[nH]c4ccccc34)CC2)c1	0%	·	·	7	·	-1%	20%	·
Cc1ccc(N=C2NC(=O)/C(=C/c3cccn3C)S2)cc1C	14%	-1%	3%	10	-23	4%	0%	13%
COc1ccc(-c2nc3scc(CCNS(=O)(=O)c4ccc(Oc5ccccc5)cc4)n3n2)cc1	12%	·	·	3	·	21%	18%	·
COc1ccc(CC(C)Nc2ccccc2F)cc1 (stereo unspecified)	-17%	-6%	-21%	-1	-17	-5%	-1%	5%
COc1ccc(C2C(C#N)=C(N)Oc3cc4c(cc32)OCO4)cc1 (stereo unspecified)	39%	-8%	-9%	-8	0	-28%	-14%	28%
CCC(=O)NC(=S)NNC(=O)c1ccc(OC)cc1	-8%	10µM*	8%	7	-19	10µM*	20%	-3%
NC(=O)C1(N2CCCCC2)CCN(C(=O)c2cccs2)CC1	-32%	1%	2%	-5	8	3%	8%	0%
CCOc1ccc(S(=O)(=O)N2CCC(C(=O)OC(C)C(=O)N3CCOCC3)CC2)cc1 (stereo unspecified)	-7%	-9%	-1%	1	6	14%	17%	-2%
Cc1c(NC(=O)Nc2ccc(Br)cc2F)sc2nc3n(c(=O)c12)CCC(C)CC3 (stereo unspecified)	-9%	·	·	-4	·	-9%	?	·
Cc1cc(N2C(=O)c3ccc(C(=O)Nc4ccccc4O)cc3C2=O)no1	6%	3%	-7%	-6	-2	-6%	-13%	-3%
O=C(COC(=O)CNC(=O)c1ccc(Cl)cc1Cl)Nc1cccc(S(=O)(=O)N2CCCC2)c1	·	-2%	-4%	-3	17	-4%	16%	0%
Cc1c(CCO)c(=O)n2n1CCCC2	·	7%	15%	-4	1	-11%	22%	5%
CN(C)S(=O)(=O)c1cccc(NC(=O)C2CCCN(C(=O)c3ccc(Cl)cc3)C2)c1 (stereo unspecified)	29%	1%	1%	2	15	11%	31%	4%
CCCc1nnc(SCC(=O)Nc2nc(C)cs2)n1CCOC	17%	6%	4%	2	0	-4%	-9%	12%
COc1ccc([C@H]2C[C@H](n3cc(C4CC4)nn3)[C@@H](O)CN2CC2CCCCC2)cc1	1%	2%	-24%	-4	-10	2%	?	-6%
COc1ccc(NC(=O)Cn2cc(C(=O)c3ccccc3OC)c(=O)c3ccc(C)nc32)cc1OC	31%	·	·	7	·	-8%	8%	·
Cc1ccccc1-n1nnnc1SC1CCOC1=O (stereo unspecified)	5%	-1%	-3%	4	4	25%	1%	-4%
COc1cc(OC)c(N(C)C(=O)Nc2cn(CC(C)C)c(=O)c3ccccc23)cc1Cl	1%	3%	·	-1	·	-4%	16%	·
CCOc1ccc(C(=O)NC(=S)N(Cc2ccccc2)Cc2ccccc2)cc1	51%	-5%	8%	-22	-22	-8%	-5%	12%
CC(C)(C)c1ccc(C(=O)NCCCNC(=O)c2ccco2)cc1	17%	-2%	-6%	-11	-14	-18%	-14%	11%
CCOc1ccc(C(=O)Nc2c(C(=O)N3CCN(c4ccccc4F)CC3)oc3ccccc23)cc1	-6%	·	·	-12	·	-15%	?	·
COc1ccc(CN2CCN(Cc3ccc(CO)o3)CC2CCO)cc1C (stereo unspecified)	-4%	0%	17%	2	10	-4%	-4%	2%
CC(=O)Nc1ccc(NC(=O)CS(=O)(=O)c2cn(CC(=O)N3CCCCC3)c3ccccc23)cc1	19%	3%	11%	-2	-2	-14%	-1%	-8%
Cn1c(-c2cccc3ccccc23)n[nH]c1=S	8%	-4%	11%	6	10	-2%	-11%	-4%
O=C(CN1CCCC1)Nc1ccc(Br)cc1[N+](=O)[O-]	-16%	2%	-9%	8	2	-7%	0%	11%
O=C(NC1CCN(Cc2ccc(Cl)cc2Cl)CC1)c1ccccc1	18%	-2%	-3%	-19	-78*	-7%	-13%	-4%
CCCCCn1nc(C(=O)OCc2nc(N)nc(Nc3ccccc3)n2)c2ccccc2c1=O	?	3%	-8%	25	42	18%	15%	10%
CCOc1nc(NC(=O)NS(=O)(=O)c2ccccc2F)nc(-c2ccccc2)n1	4%	-1%	6%	2	9	-3%	25%	4%
CCC1CCC(N2CCN(c3ccc([N+](=O)[O-])cc3)CC2)CC1 (stereo unspecified)	-12%	0%	-5%	-13	-4	-1%	4%	10%
c1ccc(-[n+]2nc(Nc3cccc4ccccc34)sc2-c2c3ccccc3cc3ccccc23)cc1	17%	-25%	3%	-52	0	-13%	25%	3%
Cc1ccc(NS(=O)(=O)c2ccc(C(=O)NCc3ccncc3)cc2)cc1	9%	1%	3%	10	8	-2%	6%	3%
CCOc1ccccc1NC(=O)c1cn(C2CCCCC2)c(=O)c2c1c1ccccc1n2C	-24%	·	·	-4	·	-6%	19%	·
Cc1cccc(C)c1OCC(O)CNC(C)c1ccccc1 (stereo unspecified)	17%	-1%	2%	-23	-25	17%	4%	10%
Cc1c(OCC(=O)NCCCN2CCOCC2)ccc2c1oc(=O)c1ccccc12	7%	3%	11%	-4	3	-14%	28%	11%
Cc1nc(-c2ccc(S(=O)(=O)N3CCN(Cc4ccccc4)CC3)s2)cs1	16%	5%	-7%	-1	-2	17%	11%	16%
COc1ccc(COCC(O)CN2CCC(C(N)=O)CC2)cc1 (stereo unspecified)	-11%	-1%	8%	-11	16	-13%	12%	5%
The listing continues.
SMILES	FUS yeast rescue	aSyn yeast inh	EPAC2 antagonist	D3 ag	DRD3 antagonist	Abeta yeast res	TDP-43 yeast inh	EPAC2 ag
O=C(NCCc1csc(-c2cccc(F)c2)n1)C(=O)Nc1cc(F)ccc1F	-21%	·	·	-6	·	-3%	0%	·
COC(CNC(=O)c1c[nH]c2ccc(S(=O)(=O)N3CCC4(CC3)OCCO4)cc2c1=O)OC	7%	-4%	1%	4	21	-5%	-28%	3%
O=C(Nc1cccc(C(F)(F)F)c1)Nc1nnc([C@@H]2C[C@H](O)[C@@H](CO)O2)s1	-11%	1%	5%	10	0	-3%	13%	1%
Cc1nn(C)c(Oc2ccc(Cl)cc2)c1C(=O)Nc1ccc(F)cc1F	?	-1%	-2%	6	31	-15%	-11%	8%
COc1ccc(/C=C/C(=O)Nc2cccc(F)c2)cc1	-1%	·	·	-2	·	-23%	-20%	·
